Source: PubChem
Mtb FBA inh: inhibits M. tuberculosis FBA enzyme. purified M. tuberculosis FBA, fluorescence read-out. inhibition, % at 1 µM. 2.3% of 360,000 active; in the data active = inhibition above about 27%;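 also: 0% = vehicle and 100% = reference inhibitor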
Target sequence (P9WQA3 whole entry, looked up): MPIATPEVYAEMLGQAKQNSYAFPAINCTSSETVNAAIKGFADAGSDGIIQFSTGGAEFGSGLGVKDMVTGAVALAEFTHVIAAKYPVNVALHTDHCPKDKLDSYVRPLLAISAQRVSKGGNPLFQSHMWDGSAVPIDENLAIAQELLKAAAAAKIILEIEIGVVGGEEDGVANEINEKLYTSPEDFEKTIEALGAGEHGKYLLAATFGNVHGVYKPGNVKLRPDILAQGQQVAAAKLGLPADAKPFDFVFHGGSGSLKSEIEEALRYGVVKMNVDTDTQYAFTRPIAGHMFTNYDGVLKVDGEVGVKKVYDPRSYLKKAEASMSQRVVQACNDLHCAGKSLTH
MazEF act: increases E. coli MazEF RNase cleavage of RNA; P0AE70; FAM/BHQ RNA-DNA oligo cleavage fluorescence, 5 h; activation, % at 20 µM; 0.32% of 350,000 active; AID 504720; in the data active = activation above about 50%
Target sequence (P0AE70 whole entry, looked up): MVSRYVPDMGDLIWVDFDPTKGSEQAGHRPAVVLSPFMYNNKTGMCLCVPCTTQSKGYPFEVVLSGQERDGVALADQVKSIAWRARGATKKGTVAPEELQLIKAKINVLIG
Rv3671c inh: Rv3671c (M. tuberculosis) protease inhibition. AID 2606. 0.048% of 320,000 active. P9WHR9. inhibition, % at 5.96 µM; in the data active = inhibition above about 38%;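 also: extracellular domain of Rv3671c used as enzyme; 0% = enzyme with DMSO and 100% = no enzyme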
GDH-TPI inh: GDH-TPI coupled enzyme inhibition counter-screen; 1.2% of 360,000 active; GDH-TPI coupled enzyme counterscreen, NADH absorbance; inhibition, % at 4.8 µM; in the data active = inhibition above about 30%;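 also: 0% = DMSO wells and 100% = wells lacking the enzyme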
BoNT-F LC inh: blocks Botulinum neurotoxin F light chain protease; inhibition, % at 10 µM; Multiplex microsphere protease cleavage assay, flow cytometry; AID 588497; 0.22% of 360,000 active; in the data active = inhibition above about 35%, passing the limit was not always enough; also: plate controls were buffer without enzyme for full effect and enzyme alone for no effect
BioA inh: BioA (M. tuberculosis) enzyme inhibition; purified M. tuberculosis BioA enzyme, plate reader; inhibition, % at 9.99 µM; 0.096% of 360,000 active; AID 602481; in the data active = inhibition above about 40%
UGM FP inh: Mtb UDP-galactopyranose mutase inhibition | P9WIQ1 | purified UGM, fluorescence polarization probe displacement | inhibition, % at 10 µM | 0.06% of 320,000 active | AID 504406; in the data active = inhibition above about 10%, passing the limit was not always enough
Target sequence (P9WIQ1 whole entry, looked up): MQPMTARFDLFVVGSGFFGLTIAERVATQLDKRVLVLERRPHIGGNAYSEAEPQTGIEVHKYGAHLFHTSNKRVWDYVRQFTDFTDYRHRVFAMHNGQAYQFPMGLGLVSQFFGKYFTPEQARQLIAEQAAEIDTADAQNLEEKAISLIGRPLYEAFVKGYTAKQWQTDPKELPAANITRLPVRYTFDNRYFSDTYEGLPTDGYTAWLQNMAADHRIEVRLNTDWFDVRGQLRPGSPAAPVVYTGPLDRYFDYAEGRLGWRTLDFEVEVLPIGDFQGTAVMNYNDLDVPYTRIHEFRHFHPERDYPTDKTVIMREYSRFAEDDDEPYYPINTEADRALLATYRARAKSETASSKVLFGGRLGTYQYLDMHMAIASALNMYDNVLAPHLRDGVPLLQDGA
PrPC TRFRET: cell surface PrPC inhibition, primary TR-FRET screen. TR-FRET read-out. AID 720596. inhibition, % at 13.8 µM. 0.43% of 370,000 active. P04156; in the data active = inhibition above about 24%; also: 0% = median of the test wells and 100% = reference compound wells
FadD28 binding: blocks FadD28 binding to the bisubstrate probe. fluorescence polarization. AID 588549. 0.22% of 360,000 active. inhibition, % at 12.5 µM; in the data active = inhibition above about 8.5%, passing the limit was not always enough
Active calls of the source: *; . = no result given; & = joins results of further samples.

Values run as follows: Mtb FBA inh, MazEF act, Rv3671c inh, GDH-TPI inh, BoNT-F LC inh, BioA inh, UGM FP inh, PrPC TRFRET, FadD28 binding
- COC(=O)NC1CSCC1OC(=O)c1ccc(Br)cc1 (stereo unspecified)
    0, 7, 4, -10, 2, -0.8, -1.8, 3, -0.4
- CCCN1CCN(C(c2cc3cc(OCC)ccc3[nH]c2=O)c2nnnn2C2CCCCC2)CC1 (stereo unspecified)
    21, 1, 0, 2, 5, ., -1.5, -13, -4.5
- N#Cc1ccc(C(=O)N/N=C/c2cn(CC(=O)O)c3ccccc23)c(F)c1
    -6, -3, -16, 36*, 2, ., 4.6, -7, -1.5
- CC(N)Cc1c[nH]c2ccc(OCc3cccs3)cc12 (stereo unspecified)
    2, 11, -1, 2, -14, 8.9, 3.4, -5, -2.0
- CCCNC(=O)Cn1cc(S(=O)(=O)N2CCCC2)c(S(=O)(=O)N2CCCC2)c1
    5, 11, -5, 6, 2, -0.2, 0.9, 0, 0.5
- O=C(NC1(C(F)(F)F)N=C2SCCN2C1=O)c1ccccc1F (stereo unspecified)
    2, 2, -3, -4, ., -1.4, 1.4, 3, -2.3
- COc1ccccc1NC(=S)N/N=C/c1cccc(C)c1
    1, 25, 3, 11, -8, ., -1.6, 1, -2.4
- COc1cc(/C=C/C(=O)NCC(=O)N2CCC(N(C)CCN3CCOCC3)CC2)ccc1OC(C)C
    13, 0, -6, 13, -2, ., 1.4, -5, 0.6
- CCOc1ccc2[nH]c(=O)c(CN(CCO)C(=O)c3ccc(F)cc3)cc2c1
    14, -8, 1, -1, 1, ., -2.0, 4, -3.9
- Cc1nc2cc(C(=O)O)ccc2n1-c1ccccc1
    1, 1, 9, 8, -1, 0.0, 0.6, 7, -0.1
- CC1(C)C(CO)=CC(=O)C2=C1SCC(=O)N2
    -1, -5, 5, 17, -11, -0.1, -0.6, -1, -2.2
- Cc1[nH]c2ccccc2c1/C=C(\C#N)S(=O)(=O)c1ccccc1
    -3, 8, -17, -5, -2, 1.1, 0.1, -5, -3.0
- CCCn1c(NC(=O)C2CCN(C(=O)c3ccc(F)cc3)CC2)nc2ccccc21
    2, -22, 0, 4, 3, 0.2, 0.6, -7, .
- O=c1c(C=NCc2cccs2)c(O)n(C2CCCCC2)c(=O)n1C1CCCCC1
    4, 2, 5, 4, 11, -2.2, -0.5, 4, -1.3
- CC(=O)c1sc(NC(=O)c2ccccc2C)nc1C
    -2, -1, 2, 12, -1, -0.9, -0.6, -4, -3.5
- CCCCOc1cccc(C(=O)NC(=S)Nc2cccc(NC(=O)c3ccccc3Cl)c2)c1
    -4, 0, -21, 5, -1, ., 0.3, 4, -3.6
- Cc1nc(SCC(=O)Nc2ccccn2)n[nH]1
    0, 17, -4, 0, -3, ., 0.1, 3, -1.9
- COc1ccc(-c2noc(CCCC(=O)NCCc3ccccc3)n2)cc1OC
    3, 0, 6, -1, -5, 1.2, 1.4, -3, -3.5
- CSc1nnnc2ccccc12
    0, 7, ., 18, 1, -0.7, ., -12, -0.3
- S=C(NNC(=S)NC1CC2CCC1C2)NC1CC2C=CC1C2 (stereo unspecified)
    7, 10, 7, -5, -5, -1.3, -0.3, -7, -2.4

An excerpt of these results, comma-delimited:
Compound,Mtb FBA inh,MazEF act,Rv3671c inh,GDH-TPI inh,BoNT-F LC inh,BioA inh,UGM FP inh,PrPC TRFRET,FadD28 binding
CCOc1ccc2[nH]c(=O)c(CN(CCO)C(=O)c3ccc(F)cc3)cc2c1,14,-8,1,-1,1,.,-2.0,4,-3.9
Cc1nc2cc(C(=O)O)ccc2n1-c1ccccc1,1,1,9,8,-1,0.0,0.6,7,-0.1
CC1(C)C(CO)=CC(=O)C2=C1SCC(=O)N2,-1,-5,5,17,-11,-0.1,-0.6,-1,-2.2

(more compounds)
Values run as follows: Mtb FBA inh, MazEF act, Rv3671c inh, GDH-TPI inh, BoNT-F LC inh, BioA inh, UGM FP inh, PrPC TRFRET, FadD28 binding
- O=C(NCc1cccs1)C1CCCN(S(=O)(=O)c2ccc3c(c2)OCO3)C1 (stereo unspecified)
    0, -4, 5, 2, 12, -6.0, -0.4, 12, -0.6
- N/C(=N\OC(=O)Cc1ccccc1)c1ccc([N+](=O)[O-])cc1
    1, 3, 2, -1, -7, ., 1.4, -10, -0.5
- Cc1ccc(C(=O)N/C(=C/c2ccc(N(C)C)cc2)C(=O)NCC2CCCO2)cc1 (stereo unspecified)
    0, 12, -3, 19, -10, -1.6, 1.8, 5, 2.6
- C[C@@]12C(=O)N(CC3CCCO3)CC(=O)N1[C@H]1c3ccccc3OC[C@@H]1[C@@H]2c1ccccc1 (stereo partly specified)
    -1, 7, 1, 7, -3, -3.7, 0.6, -2, -0.9
- Clc1ccccc1Cn1nnc(-c2cccs2)n1
    2, -7, -4, -10, -4, 7.2, -1.1, 5, -2.8
- CC(C)c1nc(CNC(=O)CC2C(=O)NCCN2Cc2cccc(F)c2F)cs1 (stereo unspecified)
    -1, -5, -1, -1, 2, 0.8, -2.4, -6, -2.5
- CCc1nnc(NS(=O)(=O)c2ccc(NC(=S)NC(=O)/C=C/c3cccs3)cc2)s1
    2, 2, ., 32*, -5, ., ., 11, -16
- COc1cccc(NC(=O)C(OC(=O)c2ccccc2NS(=O)(=O)c2cccs2)c2ccccc2)c1 (stereo unspecified)
    3, -14, -96, 1, -6, ., -0.3, 8, -3.1
- Nn1cnc2scc(-c3ccco3)c2c1=O
    5, 3, -8, 4, -6, -2.7, 0.8, 4, -1.3
- COc1ccc2oc(C(=O)Nc3nc(C)cs3)c(C)c2c1
    6, 1, -8, 15, 3, -0.3, 1.2, 5, -2.3
- COC(=O)c1c(NC(=O)c2ccc(C)cc2)csc1C
    0, 1, 4, 5, ., 1.7, 3.5, -3, -1.8
- O=C(N/N=C\c1ccc(Oc2ccccc2)cc1)c1csnn1
    2, -7, -1, 0, 4, ., 2.1, -4, -3.8
- O=c1[nH]c(=O)n(C2CCCCCC2)c(O)c1C=NCc1cccnc1
    0, 2, -2, 0, -4, ., 1.4, -6, -2.2
- CCC(=O)N1CCC1(C)C(=O)Nc1ccc(OC)c(OC)c1 (stereo unspecified)
    -1, ., ., 6, 8, -0.5, ., -8, -0.3
- O=C(COC(=O)c1ccc(F)cc1F)Nc1cc(S(=O)(=O)N2CCOCC2)ccc1Cl
    1, 1, ., -7, 7, ., ., 1, -4.1
- Cn1c(O)c(C=Nc2ccccc2)c(=O)n(C)c1=O
    -3, -16, -10, 46*, -15, -0.8, -0.2, -1, -0.4
- CCOC(=O)c1cc2c(=O)n3ccccc3nc2n(CC(C)C)c1=NC(=O)c1c(-c2c(F)cccc2Cl)noc1C
    13, -14, -6, 7, 13, ., -0.6, 5, -0.1
- Cc1ccc(S(=O)(=O)N2CCC(=O)N(CCOCc3ccccc3)CC2)cc1
    3, 4, -7, 4, 0, -0.9, -1.9, 7, -1.3
- O=C(CSc1nn(-c2ccccc2)c(=S)s1)NC(=O)NCc1ccco1
    -3, -2, -8, 10, -1, -1.9, 1.6, -1, -4.2
- NC(=O)[C@H]1CC2(CC(c3cccc(NC(=O)COc4ccc(Cl)cc4)c3)=NO2)CN1C(=O)CC(c1ccccc1)c1ccccc1 (stereo partly specified)
    0, -7, -92, 5, -5, -1.1, -0.2, 1, -7.6
- O=C(COc1ccccc1Br)c1ccc2c(c1)OCO2
    -5, 4, 4, 3, -4, -1.1, 2.8, 0, -6.7
- O=C(CC1SC(=Nc2ccccc2)N(CCc2c[nH]c3ccccc23)C1=O)Nc1ccccc1F (stereo unspecified)
    0, -8, -17, 8, -12, ., 3.1, 11, -0.6
- C=CC[C@@H](CC(=O)N(CCO)Cc1ccccc1)C(=O)N[C@@H](C)COC(=O)[C@@H](CC=C)CC(=O)OC(C)(C)C
    2, -12, -2, 5, -3, -3.3, 2.9, 9, -1.9
- CN1C(=O)CC(c2ccco2)Sc2ccccc21 (stereo unspecified)
    -2, -5, 1, -1, -3, 0.0, 0.8, -2, -2.1
- CCOC(=O)c1c[nH]c2c(C)cc(C)cc2c1=O
    0, 2, 4, 5, -2, 1.3, -0.2, -1, -3.5
- CCCCn1nc(NC(=O)CCC)c2cc3cc(OC)ccc3nc21
    7, 3, -2, -1, -19, 1.3, 1.1, -10, -4.2
- Nc1ccc2c(c1)C(=NO)c1ccccc1-2
    -3, 5, ., 11, -10, -2.0, ., -25, -2.2
- CCc1c(C(=O)N/N=C/c2cccs2)nnn1-c1nonc1N
    2, 11, 14, 20, -2, 1.6, 0.2, -9, -1.7
- CCC1CCCCN1C/C=C/c1ccccc1[N+](=O)[O-] (stereo unspecified)
    2, -7, -4, -4, 8, 0.7, 0.7, -2, -0.4
- COc1ccc(NC2=C3CCCC=C3N(c3ccc(OC)cc3)C2=O)cc1
    -2, 3, 8, 2, -10, -0.7, 1.8, 1, -0.6
- Cc1nonc1OCCN1CCN(c2ccccc2[N+](=O)[O-])CC1
    -1, 0, -11, -2, 0, ., 0.8, -9, -0.8
- O=C(COC(=O)/C=C/c1ccc(OC(F)F)cc1)NC1CCCC1
    0, 1, 3, -3, 3, 0.2, -4.0, -4, -4.4
- CSc1nn2c(C)c(C)c(C)nc2c1C#N
    6, 5, 11, 15, -5, ., -0.4, 2, -0.2
- C(=C\c1ccccc1)/CN1CCN(C(c2ccnc3ccccc23)c2nnnn2C2CCCCC2)CC1 (stereo unspecified)
    6, ., ., ., 7, -2.6, ., 1, -0.7
- CCOC(=O)c1cc(C(=O)NCc2ccc(Cl)cc2Cl)nn1C
    3, -4, -1, 6, -2, ., 0.6, 4, -2.5
- O=C(Nc1ccc(-n2cnnn2)cc1)C(c1ccccc1)c1ccccc1
    0, 6, 3, -2, 5, ., -1.4, 4, -3.0
- O=C(NCCc1ccccc1)/C(=C\c1ccc([N+](=O)[O-])cc1)NC(=O)c1ccccc1
    0, 4, 2, 27, -1, 9.8, 1.8, -24, -1.5
- C[C@@H]1CCCCO[C@@H](CN(C)S(=O)(=O)c2ccc(Cl)cc2)[C@@H](C)CN([C@H](C)CO)C(=O)c2cc(N(C)C)ccc2O1
    2, 7, ., 6, 1, -0.6&-1.6&1.8, ., 6, 0.0
- COc1ccc(C)cc1NC(=O)C(OC(=O)c1cnccn1)c1ccccc1 (stereo unspecified)
    2, 0, -3, -2, ., 3.8, -1.8, 5, -4.8
- CCCCCC(=O)O/N=C(\C)c1ccn(S(=O)(=O)c2ccccc2)c1
    -1, -2, -9, -3, -1, -0.8, -0.4, 1, -1.9
- O=C1c2ccccc2C(=O)N1CCCc1nc(-c2ccc(Cl)cc2)no1
    0, 10, -2, -4, 1, 2.5, 1.6, -7, 0.6
- CCSc1cnc(-c2ccccc2)n1CC
    9, -1, 16, 3, -5, ., -0.2, 7, -1.7
- CC(c1ccccc1)n1cc(C(=O)NCc2cccnc2)nn1 (stereo unspecified)
    -2, -5, 2, -1, 5, -3.0, -4.3, -1, -0.3
- CC(C)=CC1C(C(=O)Nc2ccc(S(=O)(=O)N3CCOCC3)cc2)C1(C)C (stereo unspecified)
    3, 4, -5, -7, -4, 2.8, ., 6, -4.1
- COc1ccc(NC(=O)CSc2nnc(Cc3cccn3C)n2-c2ccc(F)cc2)cc1
    -3, 6, -5, 1, -2, 0.2, 0.1, 3, 0.1
- OCC1(Cc2ccccc2)CCCN(Cc2cn[nH]c2-c2ccccc2)C1 (stereo unspecified)
    0, 2, -3, 6, 2, ., 1.9, -4, -1.3
- COc1cc(-c2nccc3cc4c(cc23)OCO4)cc(OC)c1OC
    2, 1, ., 15, -3, 0.7, ., 7, .
- CCN1CCN(S(=O)(=O)c2cc(OC)c(Cl)cc2OC)CC1
    8, -2, -8, 19, -14, -0.7, 0.1, 6, -1.0
- Cc1cc2ncn(-c3ncnc4sc(C)c(C)c34)c2cc1C
    2, 3, 9, -5, 4, ., 0.6, 6, -2.5
- O=C(O)CCc1ccc(-c2ccc(F)cc2)n1CCC(=O)O
    -1, 5, 2, -11, 2, ., 0.7, -5, -4.0
- Cc1ccc2c(c1)N(C(C)C(=O)NCc1ccc3c(c1)OCO3)C(=O)CO2 (stereo unspecified)
    4, -9, 10, -10, 2, ., 0.6, -1, -3.7
- CC1CCN(C(=O)CN(c2cccc(F)c2)S(C)(=O)=O)CC1
    1, -1, -4, 4, 1, ., 0.4, 6, -1.0
- CCC(C(=O)OCC(=O)Nc1cc(C)ccc1OC)c1ccccc1 (stereo unspecified)
    1, -3, -3, 2, -19, ., 1.0, 13, -3.2
- Fc1cccc(/C=N/Nc2nncc3ccccc23)c1
    0, -2, -18, 15, 14, 0.3, -0.1, 0, 0.7
- Cc1nnc2c3ccccc3c(Cl)nn12
    1, 7, 1, 3, -5, ., 2.3, -5, -0.9
- C[C@H](CO)N1C[C@H](C)[C@@H](CN(C)C(=O)Nc2ccc(F)cc2)Oc2ncc(-c3ccc(F)cc3)cc2C1=O
    3, 2, ., 4, 2, 0.0&-3.6&0.8, ., -12, -3.4
